Granule exo inh – lytic granule exocytosis inhibition. TALL-104 LAMP-1 surface exposure, flow cytometry; cells stimulated with thapsigargin and PMA. inhibition, % at 10 µM. actives 0.66% (n = 360,000). AID 651702;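 active means inhibition above about 55%, limit read from the data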
PDI inh – PDI (human) enzyme inhibition | P07237 | PDI insulin aggregation turbidity, A650, 90 min | inhibition, % at 10 µM | actives 0.052% (n = 350,000) | AID 588391;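 active means mean inhibition across replicates of 30% or more, whatever share of single replicates reach that level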;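 further: absorbance from insulin aggregation driven by PDI reduction with DTT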
HTR2A ag – mouse HTR2A agonism via beta-arrestin recruitment; CHO-K1 mHTR2A beta-arrestin complementation, luminescence; percent of 30 µM serotonin response; activation, % at 7.6 µM; actives 0.66% (n = 360,000); AID 624169;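 active means activation above a run cutoff, the mean activation of all tested compounds plus 3 SD, cut at about 14% in these data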;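 further: 0% = plate median of compound wells and 100% = 30 µM serotonin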
Vif imaging – inhibitors of HIV Vif; inhibition, % at 7.49 µM; actives 0.35% (n = 340,000); AID 602346; HEK293T cells, Vif self-association by quenched fluorescence, imaging, 24 h; in the data active means inhibition above about 50%, passing the limit was not always enough; further: some results filed as inactive read as strong as hits
CaV13 ICDI inh – Disruptors of the CACNA1D IQ motif to Ca2+-dependent inactivation inhibitor domain association, primary screening, Förster resonance energy transfer in intact living …; HEK cells, CFP/YFP FRET ICDI-IQ, plate reader, 10 min; percent FRET-ratio fall versus neutral wells; inhibition, % at 12.3 µM; actives 0.098% (n = 340,000); AID 743397;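 active means mean replicate inhibition of at least 30% and at least 1% of replicates passing that level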;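 further: 0% = median of the neutral control wells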
ABCB6 inh MLPCN – inhibitors of human ABC transporter ABCB6; fluorescence ratio to DMSO, % at 10 µM; Q9NP58; actives 0.19% (n = 360,000); K562-ABCB6 porphyrin accumulation, flow cytometry, 1 h; stronger effect = lower value;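 active means fluorescence ratio to DMSO below 75%, the collection mean minus 3 SD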;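 further: signal is porphyrin accumulated inside mitochondria; 100% equals median channel fluorescence of DMSO control wells; lower ratio means ABCB6 inhibition with less porphyrin fluorescence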
Target sequence (Q9NP58 whole entry, looked up): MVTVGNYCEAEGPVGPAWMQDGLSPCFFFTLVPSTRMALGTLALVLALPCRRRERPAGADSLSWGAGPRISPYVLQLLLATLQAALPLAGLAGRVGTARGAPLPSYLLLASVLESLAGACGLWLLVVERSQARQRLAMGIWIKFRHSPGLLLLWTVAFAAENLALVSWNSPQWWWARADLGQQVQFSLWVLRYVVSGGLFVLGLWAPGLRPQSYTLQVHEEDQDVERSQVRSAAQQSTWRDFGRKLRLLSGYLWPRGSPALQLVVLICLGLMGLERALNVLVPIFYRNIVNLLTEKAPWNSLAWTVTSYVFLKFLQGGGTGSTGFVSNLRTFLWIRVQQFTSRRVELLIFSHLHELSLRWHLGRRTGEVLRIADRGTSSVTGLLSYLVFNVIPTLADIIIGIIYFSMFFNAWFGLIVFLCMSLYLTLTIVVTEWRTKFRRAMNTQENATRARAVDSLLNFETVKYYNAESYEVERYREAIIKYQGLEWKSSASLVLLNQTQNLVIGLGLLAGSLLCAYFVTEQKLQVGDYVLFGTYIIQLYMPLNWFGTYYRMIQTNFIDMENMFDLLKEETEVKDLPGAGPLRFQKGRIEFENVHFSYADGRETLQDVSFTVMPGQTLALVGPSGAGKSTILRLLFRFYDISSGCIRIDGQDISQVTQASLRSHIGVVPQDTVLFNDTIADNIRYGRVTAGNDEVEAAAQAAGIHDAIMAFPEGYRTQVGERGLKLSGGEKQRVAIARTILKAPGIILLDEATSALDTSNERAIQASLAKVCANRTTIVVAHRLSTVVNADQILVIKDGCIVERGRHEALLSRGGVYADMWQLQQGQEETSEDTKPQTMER
Cardio protect – modulators protecting cardiomyocytes from myocardial damage; H9c2 cardiomyocytes, H2O2 injury protection, ATPLite, 2 h; actives 0.63% (n = 360,000); protection from H2O2 cell death, % at 20 µM;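 active means compounds giving at least 50% protection of heart cells from peroxide-induced death in the single-dose screen, raw or plate-pattern-corrected value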;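 further: 0% = DMSO wells with peroxide and 100% = DMSO wells without peroxide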
hiPSC survival – increases survival of single human iPS cells | survival enhancement, % at 20 µM | AID 602274 | actives 0.044% (n = 360,000) | hiPSC single-cell survival, ATPlite luminescence; 100% = ROCK inhibitor wells, 0% = DMSO; in the data active means survival enhancement above about 18%;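 further: cells exposed to compounds for 16 hours before the ATP read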
N-glyco inh – N-linked glycosylation inhibition; D54 ERlucT glycosylation luciferase reporter, 24 h; percent of 100 nM tunicamycin response; reporter increase, % at 12.5 µM; actives 0.23% (n = 360,000);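 active means mean luciferase reporter signal, scaled so untreated is 0 and the glycosylation-blocking control 100, at or above a set limit in every replicate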;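 further: luciferase carries N-glycosylation sites so blocking glycosylation raises the light; 0% = median of neutral control wells and 100% = median of 100 nM tunicamycin wells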
aDG glyco act – increases alpha dystroglycan glycosylation; Pro5-aDG cells, alpha-DG glycosylation AlphaScreen (IIH6); 0% Pro5, 100% B10-LARGE cell signal; AID 624168; activation, % at 10 µM; actives 0.22% (n = 360,000);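 active means activation of at least 8% versus controls, or a plate z-score of at least 8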;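 further: Pro5 are CHO cells carrying HIG-tagged alpha-DG that lacks glycosylation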
* hit, by the source's call; · = not tested or not shown.

Sample of the layout (two entries):
SMILES | Granule exo inh | PDI inh | HTR2A ag | Vif imaging | CaV13 ICDI inh | ABCB6 inh MLPCN | Cardio protect | hiPSC survival | N-glyco inh | aDG glyco act
Cc1cccc(C(=O)Oc2ccc(/C=N/NC(=O)Cc3ccc([N+](=O)[O-])cc3)cc2)c1 | 0.0 | 4.5 | 3.2 | -13.7 | -2.8 | 93.0 | -13.7 | -0.9 | -0.9 | 0.1
O=C(NNS(=O)(=O)c1ccccc1)Nc1ccc(F)cc1 | 0.6 | -2.6 | -5.1 | 3.3 | -3.0 | 92.0 | 0.7 | -0.4 | 3.7 | 0.1

Results, repeating the preview:
SMILES | Granule exo inh | PDI inh | HTR2A ag | Vif imaging | CaV13 ICDI inh | ABCB6 inh MLPCN | Cardio protect | hiPSC survival | N-glyco inh | aDG glyco act
Cc1cccc(C(=O)Oc2ccc(/C=N/NC(=O)Cc3ccc([N+](=O)[O-])cc3)cc2)c1 | 0.0 | 4.5 | 3.2 | -13.7 | -2.8 | 93.0 | -13.7 | -0.9 | -0.9 | 0.1
O=C(NNS(=O)(=O)c1ccccc1)Nc1ccc(F)cc1 | 0.6 | -2.6 | -5.1 | 3.3 | -3.0 | 92.0 | 0.7 | -0.4 | 3.7 | 0.1
O=C1CC(C(=O)Nc2ccc(O)c(C(=O)O)c2)C(c2ccccc2)O1 (centres undefined) | -2.1 | 3.0 | 0.3 | 3.3 | -7.9 | 100.0 | 5.8 | 3.0 | 1.8 | -0.2
CCS(=O)(=O)c1ccc(O)c(NC(=O)COc2ccc(C)cc2)c1 | 1.9 | -10.7 | -2.4 | -9.4 | -5.4 | 100.0 | -1.3 | -1.0 | -2.6 | -0.2
CCN(CC)C(=O)CN(c1ccc(C)cc1)S(=O)(=O)c1ccc(SC)cc1 | -0.1 | -1.9 | -2.0 | -12.7 | -5.0 | 98.0 | 8.4 | -1.8 | -0.6 | -0.1
CCN1C(=O)CC(N2CCC(C(=O)N3CCOCC3)CC2)C1=O (centres undefined) | -3.7 | 2.7 | 1.5 | 18.0 | -5.4 | 94.0 | 1.3 | -1.5 | 0.8 | 0.0
Cc1cc([N+](=O)[O-])nn1CCCC(=O)NCc1ccccc1 | 2.8 | -7.5 | -3.0 | -6.4 | -5.2 | 96.0 | -0.1 | 2.4 | 1.2 | -0.1
Cc1ccc(C(=O)NNC(=O)c2ccc3c(c2)OCCO3)cc1 | -1.8 | 9.9 | -2.9 | 28.5 | -6.7 | 96.0 | -6.8 | 0.5 | -0.9 | -0.2
Cc1ccc(NC(=O)C2C3C=CC(O3)C2C(=O)O)c(C)c1 (centres undefined) | 25.8 | 1.5 | -1.3 | -2.8 | -1.5 | 98.0 | 5.0 | 0.1 | -0.1 | -0.3
COc1ccccc1N1CCN(S(=O)(=O)CCNC(=O)c2cc(=O)c3ccccc3o2)CC1 | -5.7 | 4.3 | -1.0 | -5.6 | -2.7 | 94.0 | 10.0 | -0.2 | 1.5 | -0.4
CCOc1ccc(Br)cc1CNc1ccc2c(c1)OCCO2 | 2.7 | -2.6 | -3.8 | 14.3 | 4.5 | 90.0 | -7.3 | 1.1 | -4.6 | -0.2
O=C(CCN1C(=O)C2C3C=CC(C3)C2C1=O)NCC1CCCO1 (centres undefined) | 0.7 | -3.9 | -3.0 | 2.2 | · | 91.0 | 9.0 | -0.7 | 2.8 | 0.1
CCC(=O)N(C)C[C@@H]1Oc2ncc(Br)cc2C(=O)N([C@@H](C)CO)C[C@H]1C | -3.3 | 5.9 | -0.5 | -1.5 | -5.7 | 89.0 | 2.1 | -1.8 | 2.8 | -0.1
Oc1ccccc1/C=N/NC(=S)NC1CC2CCC1C2 (centres undefined) | 10.0 | -2.8 | 5.8 | 0.2 | -13.4 | 101.0 | 16.4 | -0.6 | 0.0 | 0.1
CC(=O)Nc1ccc([N+](=O)[O-])cn1 | 2.5 | -10.1 | 4.3 | 3.5 | · | 103.0 | -12.1 | 3.5 | 1.3 | -0.4

Shown as tab-separated lines: entries from further up
Structure	Granule exo inh	PDI inh	HTR2A ag	Vif imaging	CaV13 ICDI inh	ABCB6 inh MLPCN	Cardio protect	hiPSC survival	N-glyco inh	aDG glyco act
O=C(CCN1C(=O)C2C3C=CC(C3)C2C1=O)NCC1CCCO1 (centres undefined)	0.7	-3.9	-3.0	2.2	·	91.0	9.0	-0.7	2.8	0.1
CCC(=O)N(C)C[C@@H]1Oc2ncc(Br)cc2C(=O)N([C@@H](C)CO)C[C@H]1C	-3.3	5.9	-0.5	-1.5	-5.7	89.0	2.1	-1.8	2.8	-0.1

New compounds follow
SMILES | Granule exo inh | PDI inh | HTR2A ag | Vif imaging | CaV13 ICDI inh | ABCB6 inh MLPCN | Cardio protect | hiPSC survival | N-glyco inh | aDG glyco act
c1coc(-c2nc3ccccc3nc2-c2ccco2)c1 | 10.3 | -5.1 | 2.8 | · | -7.8 | 98.0 | 26.8 | -0.4 | 4.4 | 0.2
Nc1ccc(S(=O)(=O)Nc2nc3ccccc3o2)cc1 | 0.1 | -4.8 | 1.8 | -4.4 | -17.8 | 98.0 | 2.6 | 0.1 | -0.4 | 0.1
O=C(NCCNC(=O)Nc1ccc(Cl)cc1)Nc1ccc(Cl)cc1 | 0.7 | -16.7 | -4.9 | -1.1 | -6.1 | 200.0 | -2.6 | -0.7 | 2.5 | -0.1
CC(C)C(=O)NC(NC(=S)Nc1ccc(S(N)(=O)=O)cc1)C(Cl)(Cl)Cl (centres undefined) | -1.0 | -2.0 | 3.8 | -2.5 | -7.7 | 104.0 | -3.7 | -0.5 | 1.8 | 0.1
CCOC(=O)N1CCC(=NNc2nc3ccccc3s2)CC1 | 1.6 | -6.5 | 2.7 | 3.1 | -14.6 | 102.0 | -12.1 | 1.6 | -4.6 | 1.9
O=C(Nn1cnnc1)c1cc2c(s1)CCCCC2 | -2.6 | -8.9 | -0.5 | · | -4.1 | 103.0 | -4.9 | -2.7 | 3.2 | 0.0
COc1cc(NC(=O)Cc2ccccc2)ccc1NC(=O)c1ccccc1 | -3.2 | -7.8 | 0.1 | -4.3 | -7.2 | 96.0 | 3.6 | 0.5 | -1.7 | 0.0
COc1ccccc1NS(=O)(=O)c1ccc(NC(=O)N2CCCCC2)cc1 | 1.9 | 11.7 | 9.4 | -12.2 | -5.3 | 104.0 | -5.8 | -0.5 | -1.1 | 0.0
CC(C)C(=O)N1CCCC1(C)C(=O)Nc1ccc2c(c1)OCO2 (centres undefined) | -1.9 | 9.8 | 0.8 | · | · | 96.0 | -5.9 | 1.5 | 0.9 | -0.3
O=C1Nc2ccccc2-n2nnnc2C1N1CCN(c2ccc(F)cc2)CC1 (centres undefined) | -1.0 | · | -4.5 | · | -7.0 | · | · | · | · | 0.2
CN(CC(=O)OCC(=O)NCC(F)(F)F)S(=O)(=O)c1ccc(Cl)cc1 | 1.2 | 0.4 | 1.3 | 2.4 | -3.6 | 102.0 | 6.7 | 2.6 | 1.1 | 0.3
CCNC(=O)C1(C)CCN(Cc2noc(-c3c(C)noc3C)n2)C1 (centres undefined) | 0.9 | 8.6 | -1.8 | 1.0 | -10.2 | 95.0 | -4.3 | -3.3 | 0.1 | 0.0

Source: PubChem
